High-throughput results (PubChem BioAssay)
Rv3671c inh: Rv3671c (M. tuberculosis) protease inhibition; AID 2606; P9WHR9; inhibition, % at 5.96 µM; 0.048% of 320,000 active; in the data active = inhibition above about 38%;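 note: extracellular domain of Rv3671c used as enzyme; 0% = enzyme with DMSO and 100% = no enzyme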
PfHsp40 yeast: restores yeast growth despite PfHsp40 toxicity. growth rescue, % at 12.5 µM. S. cerevisiae expressing PfHsp40, growth rescue, ATP luminescence. 0.68% of 340,000 active; in the data active = growth rescue above about 28%, passing the limit was not always enough; inconclusive = no clear call, values can overlap the other calls;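 note: yeast W303a lacking pdr1 and pdr3 grown in galactose medium; growth measured after three days at 30 °C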
DUSP3 inh: inhibitors of human VHR1 phosphatase (DUSP3). P51452. inhibition, % at 13.3 µM. recombinant VHR phosphatase, pNPP absorbance. 0.52% of 290,000 active; in the data active = inhibition above about 50%; note: some compounds called inactive have numbers as strong as hits
Vc quorum ag: inducers of Vibrio cholerae quorum light production without autoinducers; V. cholerae BH1578 lux reporter, luminescence, 6 h; 0.16% of 350,000 active; activation, % at 18.7 µM; AID 588436; in the data active = activation mostly above about 9.7%, no sharp cut-off; inconclusive = no clear call, values can overlap the other calls; inactive = mostly below about 3.7%; note: not every result past the cut was called active; inactives centre near 0; reference of the scale not given here
Anthrax LF inh2: blocks Bacillus anthracis lethal factor protease. P15917. inhibition, % at 10 µM. multiplex microsphere protease cleavage assay, LF. 0.12% of 360,000 active. AID 588501; in the data active = inhibition above about 30%; inconclusive = no clear call, values can overlap the other calls; note: plate controls were buffer without enzyme for full effect and enzyme alone for no effect
Target sequence (P15917 whole entry, looked up): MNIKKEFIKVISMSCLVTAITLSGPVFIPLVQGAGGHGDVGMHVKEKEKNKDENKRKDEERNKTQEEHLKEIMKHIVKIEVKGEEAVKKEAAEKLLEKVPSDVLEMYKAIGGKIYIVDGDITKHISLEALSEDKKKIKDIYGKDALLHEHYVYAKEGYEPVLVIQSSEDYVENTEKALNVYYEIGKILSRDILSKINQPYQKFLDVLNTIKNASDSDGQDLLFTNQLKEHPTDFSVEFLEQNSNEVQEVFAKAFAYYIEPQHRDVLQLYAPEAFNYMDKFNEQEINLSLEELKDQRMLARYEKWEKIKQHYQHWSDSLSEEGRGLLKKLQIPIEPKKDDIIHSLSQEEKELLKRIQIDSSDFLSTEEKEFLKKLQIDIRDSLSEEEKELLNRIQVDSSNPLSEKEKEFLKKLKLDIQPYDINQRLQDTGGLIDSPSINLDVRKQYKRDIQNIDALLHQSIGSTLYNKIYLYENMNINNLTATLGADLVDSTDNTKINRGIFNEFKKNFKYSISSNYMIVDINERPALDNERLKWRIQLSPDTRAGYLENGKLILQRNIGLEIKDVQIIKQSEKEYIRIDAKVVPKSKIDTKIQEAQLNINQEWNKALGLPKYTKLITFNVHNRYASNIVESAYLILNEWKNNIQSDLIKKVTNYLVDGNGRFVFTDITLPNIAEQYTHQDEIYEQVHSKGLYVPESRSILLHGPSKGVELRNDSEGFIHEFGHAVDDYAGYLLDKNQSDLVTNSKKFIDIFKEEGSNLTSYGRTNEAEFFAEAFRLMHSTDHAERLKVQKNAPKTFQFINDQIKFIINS
MazEF act: MazEF (E. coli) toxin RNase activation; P0AE70; FAM/BHQ RNA-DNA oligo cleavage fluorescence, 5 h; activation, % at 20 µM; 0.32% of 350,000 active; AID 504720; in the data active = activation above about 50%
Target sequence (P0AE70 whole entry, looked up): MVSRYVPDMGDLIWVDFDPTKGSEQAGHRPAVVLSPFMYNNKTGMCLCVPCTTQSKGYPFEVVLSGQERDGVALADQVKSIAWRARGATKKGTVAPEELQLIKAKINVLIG
Y pestis TopoI: blocks Yersinia pestis topoisomerase I activity. Y. pestis Topo-I cleavage product accumulation, plate reader. AID 504884. activity, % at 10 µM. 0.064% of 360,000 active; in the data active = activity above about 50%, passing the limit was not always enough; inconclusive = no clear call, values can overlap the other calls; note: inactives centre near 2
TcdB GH inh: inhibitors of Clostridioides difficile toxin B glycohydrolase; TcdB glycohydrolase enzymatic assay, plate reader; inhibition, % at 9.99 µM; AID 652162; 0.24% of 350,000 active; P18177; in the data active = inhibition above about 10%
PriA SSB inh: K. pneumoniae PriA-SSBct interaction inhibition. AlphaScreen SSBct-PriA binding, biotinylated peptide. inhibition, % at 33 µM. 0.6% of 430,000 active. AID 1272365; in the data active = inhibition mostly above about 37%, no sharp cut-off; inactive = mostly below about 20%;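 note: plate controls were negative control peptide for no effect and reference peptide for full effect; strong numbers were not always called active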
SARS 3CLpro inh: SARS-CoV 3CLpro protease inhibition; P0C6X7; recombinant SARS-CoV 3CLpro, quenched FRET peptide cleavage; inhibition, % at 6 µM; 0.14% of 290,000 active; in the data active = inhibition above about 12%
An asterisk follows results filed as active; i = inactive; u = inconclusive; x = not tested or not shown; & = joins results of further samples. A portion of the library (hit frequency here may not be typical).

Values run as follows: Rv3671c inh, PfHsp40 yeast, DUSP3 inh, Vc quorum ag, Anthrax LF inh2, MazEF act, Y pestis TopoI, TcdB GH inh, PriA SSB inh, SARS 3CLpro inh
CN(C(=O)c1cccc(NC(=O)Cc2ccc(NC(=O)C3CCCN(C(=O)c4ccccc4)C3)cc2)c1)C1CCC1 (stereo unspecified)
 : x, -0.5, x, i, 3, 1, 16, 0.0, -6, x
CN(C)S(=O)(=O)n1cc(/C=C(\NC(=O)c2ccccc2F)C(=O)N2CCOCC2)c2ccccc21
 : 6, 0.7, -9, -0.7, 2, -17, -3, 3.6, -8, 2
O=C(c1ccccc1-c1ccccc1)N1CCOCC1
 : 2, -0.1, 5, -0.3, 4, 8, -2, x, -3, 1
c1ccc(CSc2nnc(-c3ccco3)n2Cc2ccccc2)cc1
 : 1, 0.3, 8, 0.3, 2, 0, 34, x, 4, 4
O=C(c1ccc2nc(N3CCOCC3)sc2c1)N1CCC(Cc2ccccc2)CC1
 : -2, 2.4, -10, -0.2, -10, -3, 23, 1.0, 3, 3
S=c1[nH]ncn1/N=C/c1ccc(Br)cc1
 : 7, -1.2, 15, 3.3, -5, 1, 2, x, x, 3
CCCCC(=Nc1ccccc1OC)C1=C(O)CC(c2ccccc2)CC1=O (stereo unspecified)
 : -9, 9.7, 1, -0.2, -2, -3, 18, 0.1, -1, 4
COc1cc(/C=N/NC(=S)NCCN2CCOCC2)ccc1O
 : 10, -0.8, -12, -0.2, -4, 1, -7, x, x, -3
O=C1c2ccccc2S(=O)(=O)c2cc(N3CCC4(CC3)OCCO4)ccc21
 : 0, x, x, x, x, -38, x, -3.2, -16, x
N#Cc1nc(-c2ccc(Cl)cc2)oc1NCc1ccco1
 : -15, -0.2, 12, 7.7, -7, -1, 9, x, -9, -1
Cn1c(C(=O)N2CCN(c3ncccn3)CC2)cc2c(=O)n(C)c3ccccc3c21
 : -14, -0.1, 4, i, -5, 7, 17, 1.7, 11, 3
COc1cccc(C(=O)Nc2c(C)nn(-c3ccccc3)c2C)c1
 : 5, -0.5, 17, 0.7, 1, -1, -6, 1.2, -2, -1
O=C(NCC(O)c1ccccc1)c1ccc(Cl)c(S(=O)(=O)N2CCCC2)c1 (stereo unspecified)
 : 6, -1.5, x, -0.4, 0, -1, -2, x, -1, x
COc1cc(S(=O)(=O)N2CCC(c3nc4ccccc4s3)CC2)ccc1S(=O)(=O)N1CC(C)CC(C)C1 (stereo unspecified)
 : 0, -0.8, 9, -11, -3, -18, -4, x, -9, 3
COc1ccc(-c2nnc(SCC(=O)N3CCOCC3)n2C)cc1OC
 : -2, -0.5, 8, -0.2, 6, 11, -10, x, -2, 2
CC(C)CC(N=Cc1c(O)c2ccccc2oc1=O)C(=O)O (stereo unspecified)
 : 0, -0.8, 13, -0.3, -2, 8, 7, 0.3, -1, 3
CCOC(=O)C(C)Oc1cccc2c(=O)n(CC(=O)NCc3ccccc3)ccc12 (stereo unspecified)
 : 16, -1.6, 10, -0.2, -6, 0, -11, 0.8, -13, 4
Oc1ccc(C=NNc2nc3ccccc3s2)c(O)c1
 : x, 2.0, x, i, -4, -25, -42, -1.4, -9, x
Cc1ncc(C[n+]2ccc(C)c(C)c2)c(N)n1
 : 3, 0.5, x, i, -10, 4, 6, -0.4, 3, x
COc1cc(CN2C[C@@H](CO)O[C@@H](n3cnc4c(NC(C)C)ncnc43)C2)cc(OC)c1OC
 : x, x, x, -0.2, -4, x, -8, -5.1, x, x
Cc1ccc(C(=O)NNC(=O)C2CC2)cc1Br
 : -1, -1.3, 10, i, 0, 0, 4, 1.1, -8, 2
CCC1CCCCN1CCNC(=O)CCS(=O)(=O)c1ccc(Br)cc1 (stereo unspecified)
 : 0, -0.1, -12, i, -2, -3, 1, x, -3, -4
O=C(N/N=C/c1cccnc1)C(O)c1ccccc1 (stereo unspecified)
 : -3, 0.6, -13, -0.4, -1, 6, -3, 0.4, x, -2
Cc1ccc(/C(N)=N/OC(=O)c2ccc(C)cc2Cl)cc1
 : 3, -1.9, 3, i, 1, 3, 18, 0.0, x, 0
Cc1cccc(OS(=O)(=O)NC(=O)OCC2CCCN3CCCCC23)c1 (stereo unspecified)
 : -5, -0.3, 16, -1.8, 2, 5, -9, 1.5, -15, 3
CCOc1ccc(C(=O)Nc2ccc(CN3CCOCC3)cc2)cc1Br
 : x, 1.2, 19, -0.8, 4, 4, 4, 0.9, 9, -2
Cc1cc(/C=N/NC(N)=O)c(C)c(CO)c1
 : 4, -0.2, 20, -0.1, -1, 7, 2, 0.6, x, 2
O=C(COc1ccc(-n2cnnn2)cc1)Nc1cc(Cl)cc(Cl)c1
 : x, -0.1, x, i, u, -18, -4, 0.0, 17, x
Oc1ccc2ccccc2c1N=Nc1nccs1
 : -6, 118*, 24, i, -18, -18, -6, 3.1, 54, 4
CC1CC(C)CN(CCOc2ccc(Br)cc2)C1 (stereo unspecified)
 : 4, 0.0, -2, -0.2, -1, 4, 0, 0.6, 1, -6

Filtered by structure, the compounds so far with an aryl thioether with sulfur outside any ring
Values run as follows: Rv3671c inh, PfHsp40 yeast, DUSP3 inh, Vc quorum ag, Anthrax LF inh2, MazEF act, Y pestis TopoI, TcdB GH inh, PriA SSB inh, SARS 3CLpro inh
c1ccc(CSc2nnc(-c3ccco3)n2Cc2ccccc2)cc1
 : 1, 0.3, 8, 0.3, 2, 0, 34, x, 4, 4
COc1ccc(-c2nnc(SCC(=O)N3CCOCC3)n2C)cc1OC
 : -2, -0.5, 8, -0.2, 6, 11, -10, x, -2, 2

Next entries:
Values run as follows: Rv3671c inh, PfHsp40 yeast, DUSP3 inh, Vc quorum ag, Anthrax LF inh2, MazEF act, Y pestis TopoI, TcdB GH inh, PriA SSB inh, SARS 3CLpro inh
COc1cc(NC(=S)NC(=O)c2ccc(C(C)(C)C)cc2)ccc1NC(=O)c1cccs1
 : -4, 1.3, 21, -0.3, 2, 2, 11, 2.1, 1, 0
COc1cc(OC)cc(-c2nnc(SCc3ccc(C(=O)O)cc3)o2)c1
 : -1, -0.3, 5, -0.4, -11, 0, 12, -2.1, -4, 2
O=C(NC(Cc1ccccc1)C(=O)N1CCc2ccccc2C1)c1ccccc1 (stereo unspecified)
 : 5, 2.8, 21, i, 0, 3, 28, 2.0, -19, 4
COC(=O)C1=C(NC(=O)CCCCl)CCS1
 : 3, 0.3, 19, -0.3, 0, -2, -3, x, -7, 5
COc1ccc(/C=C2\SC(=O)N(CCC(=O)N3CCN(C)CC3)C2=O)cc1
 : -5, -0.3, -4, -0.3, 11, -2, 2, 1.0, 12, -2
COc1ccc(OCCCC(=O)N(CCC2=CCCCC2)c2c(N)n(Cc3ccccc3)c(=O)[nH]c2=O)cc1
 : 10, -0.5, x, 2.6, -2, -5, -2, 0.1, 6, x
CC(NC(=O)C1CC1)C(c1cccs1)N1CCN(c2ccccc2)CC1 (stereo unspecified)
 : 0, 1.4, 18, i, -4, 2, 1, -0.9, 1, -4
CC1=C(C(=O)OC(C)C)C(c2cccnc2)n2ncnc2N1 (stereo unspecified)
 : -2, -1.5, 25, -1.6, -10, -1, 4, 1.5, 4, -3
COc1cc(OC)c2nc(C)c3c(c2c1)N(c1ccc(O)cc1)CC3
 : -2, -1.5, 21, -0.3, -1, 9, -13, x, 8, -3
CC(=O)c1ccc(N=Nc2ccc(N(C)C)cc2)cc1
 : 2, 0.2, -3, i, -2, -2, 3, -4.2, 1, 2
CN1CCN(c2c(C#N)c(C(F)(F)F)nn2C)CC1
 : -5, -0.2, 9, i, -1, 10, 4, 1.2, -12, -1
CC(NC(=O)CNC(=O)C1CCCCC1)c1cccc(Cl)c1 (stereo unspecified)
 : -11, -0.2, 16, i, -1, 2, 4, 1.1, -8, -3
COc1ccccc1NC(=O)N(C)C[C@@H]1OCc2cn(nn2)CCCC(=O)N([C@H](C)CO)C[C@H]1C
 : x, x, x, i, -2, 2, 1, 1.3&0.2, x, x
CCC(=O)Nc1cc(C(=O)OCC(=O)c2ccccc2Cl)ccc1C
 : -8, 0.2, 7, i, -2, 3, 5, x, -8, 0
Nc1cc([N+](=O)[O-])ccc1N1C(=O)CCCC1=O
 : 6, -0.8, 5, i, 12, 8, -10, -0.1, -6, 3
Cc1ccc(S(=O)(=O)Nc2ccc(Cl)cc2)cc1NC(=O)c1cc2c(s1)CCCC2
 : -213, -1.1, 11, -0.2, -1, 4, 17, x, -12, 4
Cc1ccc(NC(=O)CSCC(=O)Nc2cc(S(=O)(=O)N3CCOCC3)ccc2OC(C)C)cc1
 : x, 2.1, x, -9.3, -7, 4, 15, 2.0, -6, x
CCN1C(=O)C(CC(=O)Nc2ccc(OC)cc2)N(Cc2ccco2)C1=S (stereo unspecified)
 : 8, 0.0, 0, -0.2, 2, 3, -1, x, 6, -4
CCC(C)c1nc2ccsc2c(N2CCOC2=O)c1-c1ccccc1 (stereo unspecified)
 : 5, -0.7, x, -5.0, -4, 3, 21, -7.3, -18, x
Cc1nnc(SCC(=O)Nc2ccc(Br)cn2)[nH]c1=O
 : 7, -1.3, -1, -11, x, -12, -4, x, 3, 1
COc1ccc(CNC/C=C/c2ccccc2)cc1
 : x, -0.4, -5, -0.6, x, 14, -1, 1.0, 3, -5
CCOc1ccc(OCCC(=O)OCC(=O)N2CCN(S(=O)(=O)c3ccc(C)cc3)CC2)cc1
 : -3, -0.3, x, i, 1, 4, 10, 0.0, 0, x
Clc1cc(CSc2ccccc2)nc(-c2ccccc2)n1
 : -7, 0.5, -18, i, -3, -3, -2, x, -7, 0
CC(C)c1ccc(NC(=O)C2Cc3c(-c4ccccc4Oc4ccccc4)ccnc3O2)cc1 (stereo unspecified)
 : x, x, x, -0.5, 3, x, -5, -1.9, x, x
Cc1ccc(S(=O)(=O)NCCNS(=O)(=O)c2ccc(C)cc2)cc1
 : -6, 0.6, 58*, i, -20, 6, 2, 1.6, 27, -3
CC(=O)NC(C)c1cc(F)c2cccnc2c1O (stereo unspecified)
 : -1, -1.4, x, i, -1, 2, 1, -8.2, -4, x
COc1ccc(C2c3sc(=O)[nH]c3SCC2C(N)=O)cc1 (stereo unspecified)
 : -2, -0.9, 17, -0.9, -3, 6, 4, 0.1, -8, 1
COc1ccc(S(=O)(=O)N2CCN(CC(=O)c3c(N)n(C)c(=O)n(C)c3=O)CC2)cc1OC
 : x, x, x, -1.2, 1, 8, -12, -8.8, x, x
CCOc1ccc(CCN2C(=O)C3C4CCC(O4)C3C2=O)cc1OCC (stereo unspecified)
 : 4, -1.0, x, i, -1, 3, 3, 3.0, -3, x
O=C(COC(=O)[C@H](Cc1ccccc1)NS(=O)(=O)c1ccccc1F)NC1CCCCC1
 : 6, -0.3, 0, i, -22, -4, 21, x, 5, 1
Clc1ccc(-c2nn3c(C4COc5ccccc5O4)nnc3s2)cc1 (stereo unspecified)
 : -5, 0.9, 25, -0.7, -7, 2, -7, x, 0, -3
